Assay outcomes deposited in PubChem by several laboratories.
PMI inhibition: MPI inhibition at elevated mannose 6-phosphate – biochemical, fluorescence intensity, high mannose 6-phosphate, primary screen (AID 1220); recombinant PMI enzyme, coupled fluorescence intensity; higher % means a stronger effect; inhibition, % at 20 µM, or IC50 in µM where a hit was titrated; hit rate 0.66% among 190,000
UTI89 phage lysis: inhibition of K1F phage lysis, E. coli UTI89, bacterial capsule biogenesis inhibitors, alamar blue (AID 488966); E. coli UTI89 K1F phage lysis, alamar blue, 2 h; higher % means a stronger effect; hit rate 0.02% among 340,000; one-dose inhibition, % at 100 µM; IC50 in µM for titrated hits;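 active = phage lysis inhibition, versus mean bacterial control, above a set limit; inconclusive = no clear call, values can overlap the other calls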;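 also: capsule biogenesis inhibitors block K1F phage lysis so surviving cells raise fluorescence; higher fluorescence means more inhibition of phage lysis; actives were called in the ten point dose series up to 300 µM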
TNAP activation fold: stimulation of alkaline phosphatase TNAP activity – biochemical, luminescent, no phosphate acceptor, uHTS, primary screen (AID 1001); purified TNAP, luminescent activation assay, no phosphate acceptor; higher activation fold means a stronger effect; activation fold at 20 µM, or EC50 in µM where a hit was titrated; hit rate 0.03% among 200,000; in the data active = activation fold from about 3, or a potency from the dose series; inactive = the rest, 99 in 100 with activation fold below about 1.6; also: many of its hits are not listed in these tables
Lipid droplet: modulators of hepatic lipid droplet formation; AML12 mouse hepatocytes, oleate lipid droplets, BODIPY imaging; inhibition, % at 6.5 µM; hit rate 0.4% among 240,000;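 active = lipid droplet intensity inhibited by at least 50%, with more than 500 cells counted; inconclusive = wells with under 300 cells, treated as cytotoxic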
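Assay system: AML12 mouse liver cells | Compound dosing: One dose, 6.5 µM compound | Read-out basis: Droplet intensity reduction, % inhibition | Measured by: Fluorescence imaging, 20x objective, two fields per well | Schedule: Overnight treatment with compound plus oleate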
PMI inhibitors: MPI enzyme activity inhibition – biochemical, fluorescence intensity, coupled assay, primary screen (AID 1209) | purified PMI enzyme, coupled fluorescence intensity; higher % means a stronger effect | one-dose inhibition, % at 20 µM; IC50 in µM for titrated hits | hit rate 0.42% among 190,000;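 also: plate controls were DMSO vehicle for no effect and wells lacking substrate for full effect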
M17LAP inhibition: P. falciparum M17LAP inhibitors, primary screen, biochemical, fluorogenic H-Leu-NHMec substrate, 1536-well (AID 1619); recombinant M17LAP, H-Leu-NHMec fluorogenic kinetic assay; higher % means a stronger effect; one-dose inhibition, % at 30 µM; IC50 in µM for titrated hits; hit rate 0.38% among 220,000;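 active = compound inhibiting the enzyme by more than half at any dose during confirmatory dose-response retesting; inconclusive = strong single-dose inhibitors picked by rank but not retested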;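 also: plate controls were full reaction with DMSO carrier for no effect and no enzyme background for full effect; strong numbers were not always called active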
XIAP displacement: small molecules displacing peptide from XIAP – biochemical, IAP family, fluorescence polarization (AID 1018). XIAP BIR domain, fluorescence polarization peptide displacement; higher % means a stronger effect. one-dose displacement, % at 20 µM; IC50 in µM for titrated hits. hit rate 0.007% among 200,000; in the data active = displacement above about 50%; also: a part of the inactive calls stands beside numbers as strong as those of hits
P. falciparum M1AAP: malaria alanyl aminopeptidase activity blockers – biochemical, fluorogenic H-Leu-NHMec substrate, 1536-well (AID 1445); recombinant M1AAP, H-Leu-NHMec fluorogenic kinetic assay; higher % means a stronger effect; inhibition, % at 30 µM; hits with a dose series show IC50 in µM; hit rate 0.42% among 220,000;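 active = primary inhibition above the hit cutoff, then over 50% inhibition at one or more dose response concentrations, cut at about 23% in these data, passing the limit was not always enough; inconclusive = conflicting primary data, or primary hits not chosen for dose response; inactive = low primary inhibition, or under 50% at every dose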;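 also: plate controls were DMSO full reaction for no effect and no enzyme background for full effect; strong numbers were not always called active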
Siah-1 displacement: blockers of Siah-1 interaction with plectin peptide – biochemical, fluorescence polarization, rhodamine-plectin, uHTS, primary screen (AID 1817) | displacement, % at 20 µM; hits with a dose series show IC50 in µM | hit rate 0.02% among 290,000 | Siah-1 / rhodamine-plectin peptide fluorescence polarization; higher % means a stronger effect;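 active = displacement of at least 50% at 20 µM, with a fluorescence ratio check between 0.3 and a set limit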;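 also: plate controls were Siah plus tracer with DMSO for no effect and tracer alone without Siah for full effect; strong numbers were not always called active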
Lipid droplet cells 6.5 µM: recorded beside Lipid droplet, whose call it bears; cell count; measured here: cell count, cytotoxicity flag;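 cells counted across two imaged fields per well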
Active calls of the source: *; ? = inconclusive; . = no result given; [ ] = dose if it differs, or a comment. Rule as the data show it, unless noted: active = inhibition above about 50%; inactive = the rest.

SMILES | PMI inhibition | UTI89 phage lysis | TNAP activation fold | Lipid droplet | Lipid droplet cells 6.5 µM | PMI inhibitors | M17LAP inhibition | XIAP displacement | P. falciparum M1AAP | Siah-1 displacement
O=C(N1CCN(c2ccc(F)cc2)CC1)C1(c2cccs2)CCOCC1 | -10% | 0.9%[50 µM] | 1.2 | 0 | 652 | 1% | 7% | -0.6% | 4% | -2%
CC1C(=O)C(C)C(c2cccs2)NC1c1cccs1 (stereo not given) | 0% | 0.2% | 1.1 | -7 | 761 | 6% | 2% | -11% | 0% | -6%
O=C1CSC(c2ccccn2)N1c1ccc(F)cc1F (stereo not given) | -12% | 0.5% | 1.2 | 14 | 710 | -9% | 1% | -3.6% | 5% | 4%
CN1C(=O)N(C)C2(c3ccccc3)N(C(C)(C)C)C(=O)NC12c1ccccc1 (stereo not given) | 8% | 4.7% | 1 | -17 | 737 | 2% | -5% | -4.2% | -4% | 3%
O=C(CN1C(=O)NC2(CCCCCC2)C1=O)Nc1ccc2c(c1)CCC2 | 8% | 7.2% | 1 | 5 | 705 | 6% | 4% | -5.1% | -1% | 2%
Cc1no[n+]([O-])c1COc1cccc(/C=N/Nc2nncn2N)c1 | . | -0.4%[50 µM] | . | 13 | 761 | . | 4% | . | 0% | 12%
CCn1c2ccccc2c2cc(NC(=O)C/C(C)=N/NC(=O)c3ccccc3N)ccc21 | -3% | 1.0% | 1.1 | . | . | 0% | 5% | -5.7% | ? | 18%
CCN(CC)C(=O)C1CCCN(c2ccc([N+](=O)[O-])cc2[N+](=O)[O-])C1 (stereo not given) | 1% | -1.7% | 1 | 1 | 680 | 7% | . | -2.5% | . | 12%
COc1ccc(/C(C)=N/Nc2nc3ccccc3nc2C)cc1 | . | 1.5% | . | -2 | 675 | . | 5% | . | 0% | 11%
CN(C(=O)c1ccc2nccnc2c1)C1CCCCC1 | . | -1.5% | . | . | . | . | -1% | . | 5% | 0%
Cc1cc(C)c2c(n1)nn1c(NCCCN(C)C)cc(C)nc21 | -4% | -0.2% | 1.4 | . | . | -3% | -23% | -2.1% | 15% | -2%
COc1ccc(CNC(=O)C2=C(C)C(=O)OC23CCC(C)CC3)cc1 (stereo not given) | -5% | 1.0% | 0.8 | . | . | -7% | -1% | -4.4% | 3% | 0%

Reprinted from the part before: 6 entries, then new ones.
SMILES | PMI inhibition | UTI89 phage lysis | TNAP activation fold | Lipid droplet | Lipid droplet cells 6.5 µM | PMI inhibitors | M17LAP inhibition | XIAP displacement | P. falciparum M1AAP | Siah-1 displacement
CCn1c2ccccc2c2cc(NC(=O)C/C(C)=N/NC(=O)c3ccccc3N)ccc21 | -3% | 1.0% | 1.1 | . | . | 0% | 5% | -5.7% | ? | 18%
CCN(CC)C(=O)C1CCCN(c2ccc([N+](=O)[O-])cc2[N+](=O)[O-])C1 (stereo not given) | 1% | -1.7% | 1 | 1 | 680 | 7% | . | -2.5% | . | 12%
COc1ccc(/C(C)=N/Nc2nc3ccccc3nc2C)cc1 | . | 1.5% | . | -2 | 675 | . | 5% | . | 0% | 11%
CN(C(=O)c1ccc2nccnc2c1)C1CCCCC1 | . | -1.5% | . | . | . | . | -1% | . | 5% | 0%
Cc1cc(C)c2c(n1)nn1c(NCCCN(C)C)cc(C)nc21 | -4% | -0.2% | 1.4 | . | . | -3% | -23% | -2.1% | 15% | -2%
COc1ccc(CNC(=O)C2=C(C)C(=O)OC23CCC(C)CC3)cc1 (stereo not given) | -5% | 1.0% | 0.8 | . | . | -7% | -1% | -4.4% | 3% | 0%
COc1ccc(C2=NN(C(=O)CSc3ncccn3)C(c3ccc(C)cc3)C2)cc1 (stereo not given) | 3% | -1.2% | 1.1 | 3 | 715 | 10% | 4% | 26% | 3% | -2%
CCOc1ncccc1C(=O)N(CC)CC(=O)Nc1ccc(NC(C)=O)cc1 | 3% | 5.8% | 1.1 | 25 | 826 | 1% | 7% | -2.2% | -4% | 8%
O=C1CCC(C(=O)Nc2cccc(Oc3ccccc3)c2)=NN1 | 4% | 0.3% | 1.1 | 4 | 688 | 1% | -4% | -5.0% | 3% | 3%
Cc1occc1C(=O)Nc1ccc(S(=O)(=O)N2CCCC2)cc1 | -12% | -0.1% | 1 | -27 | 625 | -6% | 2% | -7.5% | 0% | -4%
CC(CN1c2ccccc2Sc2ccccc21)N(C)C (stereo not given) | 17% | 14% | 1.1 | -26 | 525 | -3% | -14% | -4.3% | 5% | -5%
CCOc1nc(Oc2cccc(C(=O)O)c2)nc(Oc2cccc(C(=O)O)c2)n1 | -6% | 0.6% | 1.2 | . | . | -6% | 33% | -8.2% | 0% | 4%
COc1ccc(C(=O)N2CCC(C(=O)NCc3ccccn3)CC2)cc1 | -2% | -0.2% | 1.1 | . | . | -1% | 11% | -4.0% | -6% | 6%
O=C1N/C(=C\c2ccccc2)c2ccccc21 | 11% | 1.7% | 1 | 10 | 736 | 8% | 7% | -0.6% | 11% | 4%
COCC(C)n1c(SCC(=O)NC(=O)Nc2ccc3c(c2)OCCO3)nc2ccccc2c1=O (stereo not given) | 17% | 0.1% | 1.1 | 31 | 623 | 19% | 2% | -2.7% | 6% | 6%
Cc1c(NC(=O)CSc2n[nH]c(-c3ccccc3)n2)c(=O)n(-c2ccccc2)n1C | 1% | 1.2% | 0.5 | 2 | 779 | 2% | 6% | -1.5% | 3% | 0%
N=c1ccn(Cc2c(Cl)cccc2Cl)cc1 | . | 0.5% | . | -4 | 724 | . | 3% | . | 11% | 9%
CC1=NNC(=O)C1Oc1ccccc1 (stereo not given) | . | 0.8% | . | -1 | 801 | . | -4% | . | 4% | -3%
CCn1c(Cc2c(C)[nH]c3ccccc23)n[nH]c1=S | 7% | 0.0% | 1 | -12 | 748 | 19% | 5% | -2.2% | -13% | 6%
O=C(Nc1ccc(F)cc1)N1CCCN(c2ccc(C(F)(F)F)cn2)CC1 | . | . | . | -29 | 686 | . | -4% | . | -3% | -7%
O=C(Nc1ccc([N+](=O)[O-])c(NC(=O)C2CCCO2)c1)C1CCCO1 (stereo not given) | 45% | 0.9% | 1.1 | 18 | 629 | 19% | 24% | -7.4% | 12% | 22%
O=c1c2ccccc2nc(-c2ccc(Cl)c(Cl)c2)n1O | -15% | 0.5% | 1.1 | 9 | 767 | -13% | 0% | -7.3% | 0% | 3%
COc1ccc(OC)c(C(=O)c2ccc(Cl)cc2)c1 | . | -0.8% | . | -11 | 674 | . | -8% | . | 1% | 4%
O=C(O)CCCN=C1NC2(CCCC2)Cc2ccccc21 | 3% | -0.1% | 1 | -6 | 707 | -6% | -5% | -2.3% | -5% | -2%
CCC(=O)N(Cc1cc2cc(OC)ccc2[nH]c1=O)c1cc(C)ccc1C | -2% | 0.1% | 1.1 | . | . | 4% | 2% | -1.0% | 11% | 2%
C/C(=N/NC(=O)CSCc1ccc(Cl)cc1)c1cccc(NC(=O)c2ccccc2)c1 | -12% | 3.2% | 1.1 | 9 | 808 | -10% | -1% | -2.6% | 5% | -3%
O=C(CSc1ncc(C(F)(F)F)cc1Cl)N1CCN(S(=O)(=O)c2ccc(Cl)cc2)CC1 | 15% | 2.7%[50 µM] | 1.1 | -1 | 752 | 24% | -6% | -22% | 13% | 1%
CCOc1cc(Br)c(C=O)cc1OCC | 5% | 0.1% | 1 | 10 | 683 | 3% | 3% | -9.2% | 5% | -4%
CC(=O)c1cc(-c2ccc(F)cc2)n(CCC(=O)Nc2cc(C)[nH]n2)c1C | 8% | 0.6% | 1.1 | -32 | 641 | -3% | -5% | -6.1% | 8% | 1%
CCCOc1ccc(C(CC(=O)O)NC(=O)CC(c2ccccc2)c2ccccc2)cc1 (stereo not given) | 1% | . | 1.1 | 5 | 717 | -10% | 6% | -3.7% | 4% | -1%
O=C(N/C=N/OCc1cccc(C(F)(F)F)c1)N1OC[C@@H]2COc3ccc4ccccc4c3[C@@H]21 | 9% | -0.2% | 1 | -16 | 788 | 13% | -3% | -5.2% | 0% | -2%
O=c1cc2ncc(-n3cc([N+](=O)[O-])cn3)cn2[nH]1 | 4% | -1.1% | 1.1 | -5 | 557 | 2% | 25% | -3.7% | 15% | -1%
CN(C)C(=O)CN1CCN(Cc2nc(CC3CC3)no2)CC1 | . | 1.4% | . | -11 | 710 | . | -13% | . | 7% | 1%
CN(C)S(=O)(=O)c1cc(C(=O)NCC2CCCO2)c(Cl)cc1Cl (stereo not given) | 4% | 1.8% | 1.1 | 1 | 643 | 1% | -2% | -2.5% | -1% | 0%
CCOc1ccc(CC(=O)Nc2sc(Cc3ccccc3)c(C)c2C(N)=O)cc1OCC | 25% | 0.0% | 1.1 | . | . | 24% | 27% | -1.0% | 8% | 1%
COc1ccc(OC)c(CN(CCCN2CCOCC2)S(=O)(=O)c2ccc(NC(C)=O)cc2)c1 | 9% | 0.4% | 1.1 | . | . | 12% | 4% | 0.5% | 2% | -3%
Cc1cc(Nc2ccccc2)c2c([N+](=O)[O-])cc(C)c(C)c2n1 | 6% | 1.2% | 1 | 9 | 672 | 3% | 9% | -14% | -6% | -5%
CCN(CC)C(=O)c1sc(NC(=O)c2cc(-c3ccc(C)s3)nc3ccccc23)c(C(=O)OC)c1C | 4% | 0.1% | 1 | . | . | 8% | 5% | -2.2% | 5% | -3%
O=C(Nc1ccccc1)C1=C[C@@H](C2CC2)C[C@@H](OCCCCO)O1 | 19% | 1.9% | 1.1 | 2 | 696 | 12% | -4% | -8.2% | -2% | 4%
CCCCc1ccc(N/C(N)=N/c2nc(C)cc(C)n2)cc1 | . | . | . | -5 | 688 | . | -3% | . | 8% | -3%
CCOn1c(=O)c(-c2cccs2)[n+]([O-])c2ccccc21 | 10% | 0.3% | 1 | 0 | 759 | 14% | 4% | -6.3% | 7% | -1%
O=C(CCS(=O)(=O)c1ccc(Br)cc1)N1CCN(Cc2ccccc2)CC1 | 3% | -0.1% | 1.1 | -17 | 746 | 7% | -1% | -1.8% | 10% | 1%
CCCS(=O)(=O)N1CCCC(C(=O)NCCc2ccc(Cl)cc2)C1 (stereo not given) | 10% | 1.1% | 1.1 | . | . | 10% | 10% | -3.6% | 0% | -2%
